Bioassay records deposited in PubChem BioAssay by NCI.
All columns: NCI-60 one-dose screen, growth in % after 48 h at 10 µM unless noted; 100 = growth as untreated, 0 = no growth, -100 = all killed.
SK-MEL-28 = SK-MEL-28 melanoma; 4.1% of 81,000 active
HOP-92 = HOP-92 NSCLC cells | 6.3% of 71,000 active | AID 1794738
UACC-62 = UACC-62 melanoma; 5.4% of 81,000 active; AID 1794756
M14 = M14 melanoma | 6.2% of 80,000 active | AID 1794745
A549/ATCC = A549/ATCC NSCLC. 3.7% of 81,000 active. AID 1794740
EKVX = EKVX NSCLC. 3% of 71,000 active
UACC-257 = UACC-257 melanoma; 4.4% of 78,000 active
SK-MEL-5 = SK-MEL-5 melanoma; 6.4% of 80,000 active; AID 1794755
Starred values were filed as active, the others as inactive; / = not tested or not shown; & = joins results of further samples. How the source made its calls: active means growth percent below 10; inactive means the rest. Some of the compounds tested, so the mix of outcomes need not match the whole.

Compound	SK-MEL-28	HOP-92	UACC-62	M14	A549/ATCC	EKVX	UACC-257	SK-MEL-5
CC/C(=C\c1ccc(Cl)cc1)[N+](=O)[O-]	105	90	97	92	100	106	94	96
O=C(CN1CCN(C(=O)c2ccco2)CC1)Nc1ccc(Cl)cc1C(=O)c1ccccc1Cl	110	74	59	90	77	94	86	51
CN1C(=O)[C@@H](NC(=O)[C@H](CCC(F)(F)F)CC(=O)N2CCCCC2)N=C(c2ccccc2)c2ccccc21	104	93	85	/	96	98	83	101
C#CCCCN(CCNc1ccnc2cc(Cl)ccc12)C(=O)CCC(=O)O[C@@H]1O[C@@H]2OC3(C)CC[C@H]4[C@H](C)CC[C@@H]([C@H]1C)[C@@]24OO3	44	27	31	38	41	42	29	-36*
O=C(O)c1ccc(P(=O)(O)O)cc1	100	/	98	101	97	98	97	104
CC(C)(C)C(=O)OCOP(=O)(NCc1ccccc1)C1CCCN(O)C1=O (configuration not stated)	17	34	20	38	30	67	57	31
N#CC(C#N)=Cc1ccco1	121	117	98	105	95	/	103	104
C=CCC1(CCC)C(=O)NC(=S)NC1=O	107	/	105	108	137	113	110	107
Cc1cnc[nH]1	98	94	99	/	88	104	74	101
CC(C)(c1ccc(O)c(Cl)c1)c1ccc(O)c(Cl)c1	104	67	72	102	76	82	82	86
CCN(CCCl)CCOC(c1ccccc1)c1ccccc1	108	57	103	104	103	111	114	111
O=[N+]([O-])c1ccc(Cl)c(Cl)c1Cl	103	98	106	108	107	96	95	113
C[N+](C)(C)c1ccccc1	113	/	96	104	102	112	100	101
CC/C(=C\c1ccccc1)[N+](=O)[O-]	100	90	93	94	101	97	103	99
CCC(C)C(CC)C(=O)NC(N)=O (configuration not stated)	115	94	107	104	104	/	108	115
CC[C@@H](C)C(=O)O[C@H]1[C@H](O)[C@H]2[C@@H](CN3C[C@@H](C)CC[C@H]3[C@@]2(C)O)[C@@H]2C[C@]34O[C@@]5(O)[C@@H](OC(=O)[C@](C)(O)[C@@H](C)O)CC[C@@]3(C)[C@@H]5[C@@H](OC(C)=O)[C@@H](OC(C)=O)[C@H]4[C@@]21O	104	82	100	110	103	99	105	90

Full records, looked up by structure:
C=CCC1(CCC)C(=O)NC(=S)NC1=O reads SK-MEL-28 = 107; HOP-92 = /; UACC-62 = 105; M14 = 108; A549/ATCC = 137; EKVX = 113; UACC-257 = 110; SK-MEL-5 = 107
O=C(O)c1ccc(P(=O)(O)O)cc1 reads SK-MEL-28 = 100; HOP-92 = /; UACC-62 = 98; M14 = 101; A549/ATCC = 97; EKVX = 98; UACC-257 = 97; SK-MEL-5 = 104

Carrying on:
Compound	SK-MEL-28	HOP-92	UACC-62	M14	A549/ATCC	EKVX	UACC-257	SK-MEL-5
O=NN(CCCl)C(=O)NCCO	107	94	96	102	99	/	104	103
Cc1cc(N(CCCl)CCCl)ccc1C=Nc1ccc(-c2csc(-c3ccccc3)n2)cc1	105	59	59	93	67	111	86	81
COC(=O)[C@@H](C)C[C@H](Cc1ccccc1)NC(=O)c1csc([C@@H](C[C@H](C(C)C)N(C)C(=O)C2(NC(=O)[C@H]3CCCCN3C)CC2)OC(C)=O)n1	59	-4.0*	41	0.1*	12	29	56	-40*
O=C1NC(=O)C(O)(C2(O)C(=O)NC(=O)NC2=O)C(=O)N1	109	/	87	105	/	110	/	87
CCCCCCN1CC1	101	/	103	104	93	/	93	102
Cc1ccc(S(=O)(=O)F)cc1Cl	107	105	101	111	/	/	98	108
COC(=O)C1OC(Oc2ccc(N(CCCl)CCCl)cc2)C(OC(C)=O)C(OC(C)=O)C1OC(C)=O (configuration not stated)	84	78	80	102	76	/	80	92
CCC(Cl)CN(Cc1ccccc1)Cc1ccccc1 (configuration not stated)	102	93	95	100	91	98	88	100

In the list so far, three have a nitro group on carbon:
Compound	SK-MEL-28	HOP-92	UACC-62	M14	A549/ATCC	EKVX	UACC-257	SK-MEL-5
CC/C(=C\c1ccc(Cl)cc1)[N+](=O)[O-]	105	90	97	92	100	106	94	96
O=[N+]([O-])c1ccc(Cl)c(Cl)c1Cl	103	98	106	108	107	96	95	113
CC/C(=C\c1ccccc1)[N+](=O)[O-]	100	90	93	94	101	97	103	99

(listing goes on)
Compound	SK-MEL-28	HOP-92	UACC-62	M14	A549/ATCC	EKVX	UACC-257	SK-MEL-5
CN(C)C1C(=O)C(C(N)=O)=C(O)C2(O)C(=O)C3=C(O)c4c(O)cccc4C(C)(O)C3C(O)C12 (configuration not stated)	105	/	88	111	/	113	/	88
CCOc1cc(C=O)ccc1O	112	101	107	99	97	/	94	98
CN1C(=O)CC[C@@]2(C)C1=CC[C@@H]1[C@@H]2CC[C@@]2(C)[C@H]1CC[C@]2(C)O	107	100	97	110	108	103	111	107
OC(CCl)CNC1CCCCC1 (configuration not stated)	106	96	106	121	108	/	105	100
Nc1c(F)cc(-c2nc3cc(F)ccc3[se]2)cc1F	116	75	66	90	47	48	101	56
CN1C(=O)[C@]23O[C@]4(O)CC(=O)N5C(C)(C)[C@H](Cc6cccc1c62)[C@@]3(C(=O)O)[C@@]54O	116	100	105	101	95	104	97	107
CC1(C)CC[C@]23CC[C@]4(C)[C@H](CC[C@@H]5[C@@]6(C)C[C@@]7(CC(C)(C)[C@@H]6CC[C@]54C)OO[C@](C)(C(F)(F)F)O7)[C@H]2[C@H]1OC3	90	82	81	98	100	101	99	97
Cc1nnc2n1-c1ccc(Cl)cc1C(c1ccccc1)=NC2	95	85	95	94	90	97	111	99
C[N+](C)(C)CC1(O)CCCCC1	106	/	103	118	101	/	96	100
CCC(/C=C(C)/C=C/C(=O)c1c(O)c(-c2ccc(O)cc2)c[nH]c1=O)CO (configuration not stated)	105	26	100	104	90	89	92	100
S=P(NC1CCCCC1)(N1CC1)N1CC1	122	/	91	105	101	102	116	97
CC[C@H](C)[C@H](NC(=O)C12CC(NC)(C1)C2)C(=O)N(C)[C@H](C[C@@H](OC(C)=O)c1nc(C(=O)N[C@@H](Cc2ccccc2)C[C@H](C)C(=O)OC)cs1)C(C)C	53	18	45	6.7*	20	37	57	-32*
NC(=O)CCC(NC(=O)CF)C(=O)O (configuration not stated)	109	/	108	98	104	/	100	105
CC1(C)COP(=O)(c2ccccc2)N1 (configuration not stated)	114	108	93	103	103	99	105	94
O=C(NCCN1CC1)C(=O)NCCN1CC1	102	103	92	93	75	/	85	95
O=[N+]([O-])c1cc(Cl)cc(Cl)c1	109	102	91	104	90	102	77	114
CCCCCCCCCCCCCCCC(=O)P(=O)(OCC)OCC	108	114	101	105	97	106	102	101
CC(C)OC(=S)SSC(Cl)(Cl)Cl	106	90	102	100	103	/	103	109
NC1C(=O)NC(=O)NC1=O	99	96	105	97	100	99	98	94
CCN1CC2(CN(CC)C1=S)C(=O)NC(=O)NC2=O	105	54	101	89	100	99	95	106
COc1cc2cc(C(=O)N3C[C@@H](CCl)c4c3cc(OC(=O)N3CCN(C(=O)CCC(=O)N5CCN(C)CC5)[C@@H]5CSSC[C@@H]53)c3ccccc43)[nH]c2c(OC)c1OC	-94*	19	-64*	-82*	-60*	-85*	-72*	-100*
COc1cc(OC)c(/C=C/C(=O)c2nc3ccccc3n2Cc2ccc(F)cc2)c(OC)c1	93	50	62	103	89	74	98	89
CC(Cl)CN(CC(C)Cl)c1ccc2c(c1)Cc1cc(F)ccc1-2 (configuration not stated)	107	75	74	101	78	102	96	90
CC(=O)ONc1ccc([N+](=O)[O-])c(C(F)(F)F)c1	110	100	97	99	95	88	110	109
c1ccc(CCNC2CC3CCC2C3)cc1 (configuration not stated)	110	113	108	101	91	104	110	104
O=S(=O)(c1ccc(Cl)cc1)C(Cl)(Cl)Cl	39	/	47	8.4*	57	41	28	42
Cc1ccc(SC(=O)CCl)cc1	107	/	103	107	/	/	/	103
Cc1c2cc(Cl)c3ccccc3c2c[n+]2ccccc12	-27*	75	29	47	40	43	/	-44*
CN1CCN(c2ccccc2)CC1	100	94	/	95	107	93	/	97
CN1CCN(C(=O)OC2c3nccnc3C(=O)N2c2ccc(Cl)cn2)CC1 (configuration not stated)	122	/	102	98	95	97	97	90
Cn1c(=O)c2c(nc(N3CCN(CCCl)CC3)n2C)n(C)c1=O	119	104	108	107	98	101	101	99
CC(C)(C)NCC(O)c1ccccc1Cl (configuration not stated)	48	/	24	-13*	11	54	55	/
Cc1ccc(N2COOC3(OOC2)C2CC4CC(C2)CC3C4)cc1	103	95	109	98	99	93	95	91
COc1ccc(NC([Se])=NC23CC4CC(CC(C4)C2)C3)cc1	13	-6.7*	-24*	-6.6*	-1.0*	-14*	-45*	-85*
CC1=C(C)CC2(C(=O)NC(=O)NC2=O)C(C)C1 (configuration not stated)	102	/	102	105	105	90	101	97
CN1C2CCCC1CC(=O)NC2 (configuration not stated)	107	/	111	102	119	/	109	98
O=C([O][Hg][c]1ccccc1)c1ccccc1	-61*	-61*	-42*	-68*	76	/	-30*	5.4*
O=C(CCl)Oc1ccccc1Cl	114	85	103	105	111	112	108	97
CC1(C)N=C(N)N=C(N)N1c1ccc(OCC(=O)Nc2ccc(S(=O)(=O)F)cc2)cc1	95	105	/	83	101	/	73	88
CC(C)(O)/C=C/C(=O)[C@](C)(O)[C@H]1[C@H](O)C[C@@]2(C)[C@@H]3CC=C4[C@@H](C=C(O)C(=O)C4(C)C)[C@]3(C)C(=O)C[C@]12C	/	/	-30*	-75*	0.8*	-11*	0.4*	-78*
Cc1ccc2c(C)cccc2c1	103	94	102	106	/	99	98	100
COc1ccc(NC(=O)N2CC2)cc1	120	121	119	109	97	117	92	105
CC(C)=CCC[C@H](C(=O)O)[C@@H]1CC[C@]2(C)C3=C(CC[C@@]12C)[C@@]1(C)CC[C@H](O)C(C)(C)[C@@H]1CC3	103	101	96	86	82	95	89	103
O=C(CCN1CC1)OC1CCCCC1	105	/	104	98	95	100	102	104
COc1ccc(C=C2C(=O)NC(=S)NC2=O)cc1	107	83	100	92	99	102	101	108
Cc1ccc(NC2=NCCS2)cc1Cl	101	94	92	99	97	/	89	101
C=NCC#N	108&123	98	104&107	94	104&110	115	103&114	102&106
c1ccc(CN2CCN(Cc3ccccc3)CC2)cc1	127	91	115	96	106	139	116	107

Some of the entries so far, with values under each structure.
Results follow in this order: SK-MEL-28, HOP-92, UACC-62, M14, A549/ATCC, EKVX, UACC-257, SK-MEL-5
> Cc1ccc2c(C)cccc2c1
    103, 94, 102, 106, /, 99, 98, 100
> Cc1ccc(NC2=NCCS2)cc1Cl
    101, 94, 92, 99, 97, /, 89, 101

Further structures:
Compound	SK-MEL-28	HOP-92	UACC-62	M14	A549/ATCC	EKVX	UACC-257	SK-MEL-5
CCC1CN(c2ccccc2)CCN1 (configuration not stated)	105	97	101	99	98	120	106	104
COc1cc2nc(Sc3nnc(N)s3)n(-c3ccccc3)c(=O)c2cc1OC	116	85	99	118	98	/	97	94
O=[N+]([O-])c1ccc(/C=C/C=C/c2ccc(S(=O)(=O)F)cc2)c(Cl)c1	99	86	95	100	99	/	97	98
Cc1c(O)c(CN(CC(C)Cl)CC(C)Cl)cc(CN(CC(C)Cl)CC(C)Cl)c1O (configuration not stated)	88	82	94	100	84	/	94	99
COC(=O)C1=C(Nc2ccc(F)c(Cl)c2)C(=O)OC12C(=O)Nc1ccccc12 (configuration not stated)	112	91	89	104	109	95	100	103
COC(=O)[C@H](Cc1ccccc1)NNC(=O)c1csc([C@@H](C[C@H](C(C)C)N(C)C(=O)[C@@H](NC(=O)[C@H]2CCCCN2C)C2CC2)OC(C)=O)n1	48	3.8*	34	2.4*	15	30	58	-42*
